Screens (PubChem)
Akt phos inh: blocks phosphorylation of Akt; Neuro2A IGF-stimulated pAkt S473 HTRF, 20 min; hits give low values; AID 651550; activity change, % for hits at 50 µM; 360,000 compounds, 0.32% hits; in the data active means activity change below about -80%; inconclusive means mostly about -51% to -80%; further: on the % scale 0 is the no-effect control and ±100 the full control effect
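Neuro2A cells (4,500/well, DMEM with 0.5% FBS) were treated with compound at a single 50 µM final concentration, stimulated with 6 nM IGF for 20 min at 37 °C, and lysed. Phospho-Akt Ser473 was read by HTRF as 665/615 ratio ×10^4.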
PTHR1 ag: agonists of human PTHR1 parathyroid hormone receptor. 410,000 compounds, 0.075% hits. HEK293 GP2 PTHR1 cells, GloSensor cAMP luminescence, 1 h. Q03431. Potency, µM (top dose mostly 115 µM), for inactives: at the highest dose activation, hits mostly activators. AID 743266; further: potency means the concentration at half of the fitted maximal effect; nearly all actives have a fitted effect of over 55% in size; some results filed as inactive show a strong effect at the top dose; inactives centre near -15; many of its hits are not listed in these tables
Target sequence (Q03431 whole entry, looked up): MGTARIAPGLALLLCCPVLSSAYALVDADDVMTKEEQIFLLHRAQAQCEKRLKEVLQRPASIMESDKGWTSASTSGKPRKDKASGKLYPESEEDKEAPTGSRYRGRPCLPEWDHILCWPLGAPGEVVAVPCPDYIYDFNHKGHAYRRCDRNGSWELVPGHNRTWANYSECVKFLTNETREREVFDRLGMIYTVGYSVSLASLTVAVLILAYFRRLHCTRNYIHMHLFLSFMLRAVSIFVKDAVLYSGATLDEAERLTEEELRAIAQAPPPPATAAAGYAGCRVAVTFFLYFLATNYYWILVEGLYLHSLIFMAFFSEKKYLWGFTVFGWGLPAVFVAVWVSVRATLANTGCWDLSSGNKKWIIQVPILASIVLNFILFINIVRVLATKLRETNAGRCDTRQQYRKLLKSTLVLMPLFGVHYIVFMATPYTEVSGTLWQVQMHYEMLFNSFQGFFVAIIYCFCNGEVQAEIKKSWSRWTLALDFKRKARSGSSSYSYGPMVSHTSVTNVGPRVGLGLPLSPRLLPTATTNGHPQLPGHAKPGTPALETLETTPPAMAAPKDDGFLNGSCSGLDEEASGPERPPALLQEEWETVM
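HEK-293-derived GP2 cells expressing PTHR1 and a GloSensor cAMP reporter, 3,000/well, plated overnight, given luciferin plus IBMX (each 0.5 mM as added) for 1 h at 37 °C, then compound for 1 h at 37 °C. Luminescence was read after 15 min at room temperature.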
TDP43 rescue: TDP-43 toxicity inhibition in yeast; TDP-43 expressing yeast growth rescue, BacTiter-Glo, 24 h; Potency, µM (highest dose often 46.1 µM), without a hit: at the top dose growth rescue (activation), most hits filed as activators; 410,000 compounds, 1.8% hits; further: potency means the concentration at half of the fitted maximal effect; % of control where 0% means no effect; nearly all actives have a fitted effect of over 50% in size
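Growth rescue of TDP-43-toxic yeast measured as ATP luminescence (BacTiter-Glo). Cells grown to mid-log in raffinose, induced in galactose at OD600=0.02, exposed to compound 24 hr at 30 deg C.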
GLP1R cytotox: cytotoxic in the GLP-1 receptor inverse agonist counter-screen | HEK293 cAMP-luciferase reporter cells, luminescence, 24 h | Potency, µM (doses to about 38.3 µM), for inactives: at the top dose activity change, negative = inhibition, most hits filed as inhibitors | 410,000 compounds, 0.13% hits | AID 624418;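 further: loss of luciferase light is scored as toxicity; potency means the concentration at half of the fitted maximal effect; on the % scale 0 is the no-effect control and ±100 the full control effect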
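Cells in DMEM/10% Nu serum/1% pen-strep, 1536-well format. Pre-incubated 12 h, dosed with 23 nL compound, incubated a further 24 h. Luciferase detection, 12 min at room temp, luminescence.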
Abeta rescue: compounds reversing amyloid beta toxicity in yeast | yeast expressing A-beta42, growth rescue, OD600, 48 h; response scale: 0% DMSO, 100% iron-clioquinol control | AID 1347071 | 410,000 compounds, 0.063% hits | Potency, µM (doses to about 46.1 µM), for the others: at the top dose growth rescue, actives largely listed as activators; further: potency means the concentration at half of the fitted maximal effect; nearly all actives have a fitted effect of over 55% in size
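Growth rescue measured by 600 nm absorbance after 48 h yeast culture at 30 C with compound. Values normalized between DMSO and an equimolar ferric chloride plus clioquinol control.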
aSyn yeast inh: alpha-synuclein toxicity inhibition in yeast | AID 652106 | 370,000 compounds, 0.14% hits | Yeast expressing alpha-synuclein, growth rescue, BacTiter-Glo, 24 h | Potency, µM (series often up to 46.1 µM), for the others: top-dose growth rescue (activation), most hits filed as activators; further: potency means the concentration at half of the fitted maximal effect; % of control where 0% means no effect; nearly all actives have a fitted effect of over 65% in size
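Galactose-induced alpha-syn yeast (OD600=0.02, raffinose-pregrown) + pinned cpd, 24 hr, 30 deg C; growth by BacTiter-Glo luminescence. Growth restoration scores as activation.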
GLP1R inv ag: GLP-1 receptor (human) inverse agonism | P43220 | HEK293 GLP-1R CRE-luciferase, luminescence, 24 h; GLP-1R form is constitutively active | Potency, µM (highest dose often 38.3 µM), without a hit: top-dose activity change, negative = inhibition, actives largely listed as inhibitors | 410,000 compounds, 1.6% hits; further: potency means the concentration at half of the fitted maximal effect; on the % scale 0 is the no-effect control and ±100 the full control effect; nearly all actives have a fitted effect of over 55% in size
Target sequence (P43220 whole entry, looked up): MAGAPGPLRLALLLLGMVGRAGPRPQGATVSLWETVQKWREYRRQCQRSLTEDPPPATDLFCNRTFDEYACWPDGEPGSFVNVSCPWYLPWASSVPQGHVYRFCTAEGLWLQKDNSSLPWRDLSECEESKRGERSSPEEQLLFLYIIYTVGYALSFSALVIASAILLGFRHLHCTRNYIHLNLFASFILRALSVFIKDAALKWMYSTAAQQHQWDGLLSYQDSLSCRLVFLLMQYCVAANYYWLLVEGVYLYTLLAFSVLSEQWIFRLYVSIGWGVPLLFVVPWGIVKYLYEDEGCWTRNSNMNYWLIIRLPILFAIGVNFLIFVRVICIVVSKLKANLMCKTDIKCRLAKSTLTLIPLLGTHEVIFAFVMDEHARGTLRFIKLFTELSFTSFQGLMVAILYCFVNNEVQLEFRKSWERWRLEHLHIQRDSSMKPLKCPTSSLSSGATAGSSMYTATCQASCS
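Luminescence readout: a drop in cAMP-driven luciferase signal flags inverse agonism at a constitutively active GLP-1R stably expressed in HEK293. Compound exposure lasted 24 hr at 37 deg C, 5% CO2.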
MmCpn inh: M. maripaludis TRiC chaperonin inhibition; purified Mm-Cpn ATPase, ADP Transcreener TR-FRET; Potency, µM (series often up to 76.9 µM), without a hit: top-dose activity, negative = inhibition, hits mostly inhibitors; 330,000 compounds, 0.031% hits; AID 504842; further: potency means the concentration at half of the fitted maximal effect; on the % scale 0 is the no-effect control and ±100 the full control effect; nearly all actives have a fitted effect of over 80% in size
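Reaction buffer contained 30 mM Tris pH 7.4, 100 mM KCl, 5 mM MgCl2 and 1 mM DTT. Mm-CPN (25 nM final) hydrolysed 10 uM ATP over 30 min at 37°C; ADP was read by HTRF.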
FUS suppressor: FUS proteinopathy suppression in yeast; S. cerevisiae FUS-expressing, growth rescue, OD600, 24 h; Potency, µM (highest dose often 76.6 µM), without a hit: at the top dose growth rescue (activation), hits mostly activators; 390,000 compounds, 0.24% hits; AID 1347120;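 further: potency means the concentration at half of the fitted maximal effect; plate controls were DMSO vehicle for no effect and reference control for full effect; nearly all actives have a fitted effect of over 55% in size; some results filed as inactive show a strong effect at the top dose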
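Quantitative HTS measuring growth restoration of FUS-toxic yeast. Galactose-induced cells (OD 0.005) were exposed 24hr at 30C to compounds at several concentrations, then absorbance at 600 nm was recorded.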
* marks the source's active call; other numbers are inactive results; i = inactive; ? = inconclusive; / = no result given; & = joins results of further samples; [ ] = dose if it differs, or a comment. Unless noted, the call rests on the fitted dose curve; in most records, active means well fitted curve in the direction sought with a large enough effect; inconclusive means small, poorly fitted or top-dose-only effect, or another doubt; inactive means no such curve, though single readings can be large; an effect the other way counts as inactive or inconclusive.

SMILES	Akt phos inh	PTHR1 ag	TDP43 rescue	GLP1R cytotox	Abeta rescue	aSyn yeast inh	GLP1R inv ag	MmCpn inh	FUS suppressor
CN(C)c1nc(N)nc(Nc2ccccc2C#N)n1	i	i	18%	-6%	14%	3%	25%	0%	-22%
Cc1nc(C)c(-c2csc(Nc3ccc(C(=O)O)c(O)c3)n2)s1	i	-64%[inhibitor]	9%	2%	1%	-4%	25%	-1%	-9%
Cc1cc(-c2nc3ncccc3o2)ccc1N	i	-12%	10%	-3%	22%	5%	68%[activator]	-13%	17%
CCc1cc2c(CN(C)Cc3ccccc3F)cc(=O)oc2cc1O	i	-21%	-13%	452%[activator]	11%	3%	?	-4%	10%
COc1ccc(CNC(=O)C(=O)NCC2CCCN2S(=O)(=O)c2ccccc2)cc1 (stereo not given)	i	-16%	-12%	-11%	-5%	-2%	-20%	-3%	24%
CCOn1c(=O)c(-c2ccc(Br)cc2)[n+]([O-])c2ccccc21	i	i	7%	-4%	7%	2%	2%	-2%	-20%
COc1ccc(C)cc1S(=O)(=O)N1CCCC(N2CCN(c3ccccc3)CC2)C1 (stereo not given)	i	-25%	5%	1%	-8%	-1%	-17%	/	-32%
COc1ccc(S(=O)(=O)NCC(c2ccco2)N2CCOCC2)cc1C (stereo not given)	/	6%	-4%	-12%	4%	/	10%	/	-1%
CC(=O)c1ccc(-c2cnc3c(NC=O)cc(-c4ccc(N5CCN(C)CC5)cc4)cn23)cc1	i	i	24%	-8%	7%	-3%	-19%	/	15%
COc1ccc(C(=O)Nc2cccc(-c3cn4ccsc4n3)c2)c(OC)c1	/	-3%	5µM*	-16%	-2%	/	?	/	?
Cc1nn(C)cc1C(=O)Nc1ccc2c(c1)OCCO2	i	-7%	-7%	2%	-13%	-7%	-22%	1%	14%
Cc1ccccc1N1C(=O)c2cccc3cccc(c23)C1=O	i	-28%	20µM*	-21%	-22%	-22%	18%	1%	-7%
CN1C(=O)[C@H]2[C@@H](C3CC3)N3C(=O)CN(CCO)C(=O)[C@@]3(Cc3ccccc3)[C@H]2C1=O	i	-10%	-11%	-2%	-9%	-10%	19%	-16%	-13%
O=C(Cc1sc(-c2ccccc2Cl)nc1-c1ccccc1)Nc1ccccc1	/	-11%[57.5 µM]	3%	21%	-7%	0%	4%	0%	4%
O=C1CCC(=O)N1c1nc2nc(-c3ccccc3)cc(-c3ccccc3)n2n1	i	i	9%	-3%	3%	-10%	53%[activator]	-1%	-1%
CC1(C)CC(=O)C=C(Nc2ccc3c(c2)OCCO3)C1	/	i	-21%	0%	-9%	-7%	-6%	1%	34%
CC(=O)C1=C(C)NC(=S)NC1c1cccc([N+](=O)[O-])c1 (stereo not given)	i	-12%	0%	13%	-16%	0%	27%	0%	5%
COc1ccc2nc(NC(=O)NC3CCCCC3)sc2c1	i	i	13%	1%	/	-4%	-16%	4%	-16%
C=CCC(NC(=O)Cc1ccccc1)C(=O)NCCC (stereo not given)	i	-24%	-1%	15%	-9%	-9%	5%	-23%	-14%
Cc1cc(C)n2cc(CSc3nc4ccccc4s3)nc2n1	i	-10%	22%	-10%	-10%	-10%	7%	2%	15%

Record cards (already shown). Screens in order: Akt phos inh | PTHR1 ag | TDP43 rescue | GLP1R cytotox | Abeta rescue | aSyn yeast inh | GLP1R inv ag | MmCpn inh | FUS suppressor
Results for `Cc1ccccc1N1C(=O)c2cccc3cccc(c23)C1=O` → i | -28% | 20µM* | -21% | -22% | -22% | 18% | 1% | -7%
Results for `O=C1CCC(=O)N1c1nc2nc(-c3ccccc3)cc(-c3ccccc3)n2n1` → i | i | 9% | -3% | 3% | -10% | 53%[activator] | -1% | -1%

Next part
SMILES	Akt phos inh	PTHR1 ag	TDP43 rescue	GLP1R cytotox	Abeta rescue	aSyn yeast inh	GLP1R inv ag	MmCpn inh	FUS suppressor
C/C(Cc1ccccc1)=N\NC(=O)CNC(=O)c1ccc2c(c1)OCCO2	i	i	5%	-2%	-2%	3%	-6%	0%	1%
CC(=O)c1ccc(N2CCN(S(=O)(=O)c3ccc4c(c3)CC(C)N4C(C)=O)CC2)cc1 (stereo not given)	i	-23%	-9%	12%	-1%	-6%	1%	-2%	19%
O=S1(=O)N[C@H](Cc2ccccc2)COc2cc(N3CCN(Cc4ccccc4F)CC3)ccc21	i	-24%	14%	-11%	1%	-7%	-18%	/	14%
COc1cccc(-c2csc(NC3OC(=O)c4c3ccc(OC)c4OC)n2)c1 (stereo not given)	i	-22%	-8%	-12%	-18%	-5%	?	1%	1%
O=c1[nH]cnc2c1sc1nc(C(F)F)cc(-c3ccccc3)c12	i	i	27%	7%	-7%	-4%	21%	1%	/
O=C(OCC(=O)C12CC3CC(CC(C3)C1)C2)c1ccc(CO)cc1	i	-23%	?	0%	14%	3%	?	-1%	-20%
CCOC(=O)CCSc1cc(C)c2ccccc2n1	i	i	7%	2%	12%	13%	-1%	-1%	16%
COc1cccc(-n2nnnc2SCC(=O)NCCc2ccccc2)c1	i	-9%[57.5 µM]	?	-14%	-7%	11%	?	0%	0%
O=C(NCc1ccc(Cl)cc1)C1CC(O)CN1S(=O)(=O)c1ccc(Cl)cc1 (stereo not given)	i	-10%	-15%	8%	-20%	1%	?	0%	16%
CCn1cc2nc(SCc3cccc(F)c3)n(CCc3ccccc3)c(=O)c2n1	/	-21%	-6%	1%	-16%	/	?	/	?
Nc1ccc(Cl)c(S(=O)(=O)Nc2ccccc2Cl)c1	i	i	0%	9%	4%	1%	-22%	1%	-5%
O=C(NCc1ccccc1)c1ccc(NS(=O)(=O)c2cccs2)cc1	i	-12%	9%	-4%	7%	0%	3%	0%	-17%
CCOC(=O)c1ccccc1NC(=O)CN(c1ccccc1)S(=O)(=O)N(C)C	i	i	-16%	10%	-8%	13%	-10%	0%	35%
COC(=O)c1c(NC(=O)COc2c(C)ccc(C)c2C)sc2c1CCC(C)C2 (stereo not given)	/	i	19%	-4%	1%	/	12%	/	-8%
COc1ccc(S(=O)(=O)Nc2cc3c(C(C)=O)c(C)oc3c3ccccc23)cc1	i	i	3%	?	8%	4%	?	1%	6%
Cn1c(CNc2ccccc2O)nc2ccccc21	i	-52%[inhibitor]	24%	19%	0%	1%	-14%	-1%	7%
COc1ccc(OC)c(S(=O)(=O)n2c([N+](=O)[O-])cnc2C)c1	i	0%	5%	3%	13%	-10%	-7%	-3%	12%
COC(=O)c1ccc2nc(C)c(C)nc2c1	/	i	23%	5%	3%	/	64%[activator]	1%	-3%
COc1cccc(CNC(=O)CCS(=O)(=O)c2ccc3c(c2)CC(C)N3C(=O)C2CC2)c1 (stereo not given)	i	-25%	8%&-11%	-4%&-1%	3%&-3%	-2%	13%&15%	-3%	-5%&6%
CCOc1ccc(NC(=O)CN(C)C(=O)CN2C(=O)C3CCCCC3C2=O)cc1OCC (stereo not given)	i	i	15%	-2%	-13%	2%	1%	1%	-8%
O=C(/C=C/c1cccc(Cl)c1)c1nc2ccccc2[nH]1	i	-38%[inhibitor]	?	?	-91%[inhibitor]	-61%[inhibitor]	?	-20%	40%
COc1ccc(/C=N/n2cnnc2SCc2ccccc2)cc1	-110%*	i	27%	-17%	6%	-5%	-2%	0%	15%
Cc1ccc(CN(C(=O)COc2ccccc2[N+](=O)[O-])c2ccccn2)cc1	/	i	0%	-21%	5%	/	-11%	/	35%
Cc1cc(-n2c(C)cc(C(=O)CSc3ccc4c(c3)OCCO4)c2C)no1	i	-35%	?	-15%	16%	1%	?	-3%	23%
CCCCn1c(N)c(N(CC)C(=O)CSCc2ccc(C)cc2)c(=O)[nH]c1=O	i	-6%	18%	0%	6%	10%	-28%	0%	5%
C=CCOC(=O)C1=C(C)OC(N)=C(C#N)C1c1ccoc1 (stereo not given)	i	i	-14%	-3%	3%	-6%	0%	0%	14%
CCC1Oc2ccccc2N(CC(=O)NCc2ccco2)C1=O (stereo not given)	i	-20%	9%	1%	1%	8%	21%	2%	13%
FC(F)(F)c1ccc(CN2CCCCCC2)cc1	i	i	3%	2%	-14%	0%	4%	-3%	-27%
O=C(Nc1ccc2oc(-c3cccc4ccccc34)nc2c1)c1ncn[nH]1	i	-50%[inhibitor][57.5 µM]	3%	-14%	-3%	1%	64%[activator]	0%	?
CCOC(=O)C1CCN(C(=O)c2cccc(Cl)c2)CC1	i	i	-3%	4%	5%	2%	-1%	-2%	-16%
Cc1ccccc1NS(=O)(=O)c1cc(C(=O)NCc2ccncc2)ccc1Cl	i	-8%	-29%	-4%	7%	-3%	-6%	2%	-7%
O=C1Cc2ccccc2C(=O)N1Cc1ccccc1	i	i	?	75%[activator]	-49%[inhibitor]	15%	21%	-2%	2%
CCOC(=O)c1sc(NC(=O)/C=C/c2ccccc2)nc1C	i	i	16%	5%	-6%	-6%	-7%	-2%	-14%
COc1ccc(NC(=O)c2ccco2)cc1NC(=O)c1cc(OC)c(OC)c(OC)c1	/	-25%	?	-7%	-9%	/	5%	/	20%
O=[N+]([O-])c1ccccc1S(=O)(=O)N/C(=N/S(=O)(=O)c1ccccc1)c1ccccc1	i	i	-6%	-4%	10%	2%	-7%	2%	-10%
COC(=O)C1CCN(C(=O)c2cc(S(=O)(=O)N3CCCCC3)ccc2Cl)CC1	i	-33%[inhibitor]	5%	0%	-3%	-1%	-21%	-1%	-2%
N#CC1=C(N)C(C#N)(C#N)[C@H](c2ccsc2)[C@H]2COCC=C12	i	i	-17%	4%	0%	8%	?	0%	32%

The list is partial; the hit share may differ from the screen's.
